Compound activity deposited in PubChem by National Center for Advancing Translational Sciences (NCATS).
Vif-A3G inh – blocks the Vif interaction with human APOBEC3G. Q9HC16. HeLa A3G-eYFP + Vif (tagged APOBEC3G with the HIV-1 protein that degrades it), YFP fluorescence, overnight. Potency, µM (doses to about 46.1 µM), for the others: top-dose activity, negative = active, hits mostly inhibitors. 410,000 tested, 0.076% active. AID 602310;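 note: potency is the fitted concentration of half-maximal effect; % is set by controls: 0 for no effect and ±100 for the full control effect; nearly all actives have a fitted effect of over 60% in size; hits raise eYFP signal because A3G escapes Vif-driven loss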
Target sequence (Q9HC16 whole entry, looked up): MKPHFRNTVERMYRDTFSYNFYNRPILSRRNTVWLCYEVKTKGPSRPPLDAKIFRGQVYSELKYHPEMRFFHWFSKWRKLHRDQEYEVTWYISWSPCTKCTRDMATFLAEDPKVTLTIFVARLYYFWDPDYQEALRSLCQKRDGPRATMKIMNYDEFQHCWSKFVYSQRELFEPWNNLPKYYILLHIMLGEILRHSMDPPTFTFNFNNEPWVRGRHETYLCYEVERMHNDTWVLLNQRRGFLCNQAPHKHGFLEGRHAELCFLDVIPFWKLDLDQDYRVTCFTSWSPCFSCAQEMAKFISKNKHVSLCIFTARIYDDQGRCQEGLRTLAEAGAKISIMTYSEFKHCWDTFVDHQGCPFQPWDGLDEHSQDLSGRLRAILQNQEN
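Read-out is eYFP fluorescence (Ex 488/Em 500-530) from Vif-expressing HeLa A3G-eYFP cells; more signal means A3G escaped Vif-mediated degradation. Cells plated overnight, compound pinned in, incubated overnight at 37 deg C.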
D2 antagonist – D2 dopamine receptor (human) antagonism | 340,000 tested, 2% active | HEK293 TREx D2 cells, calcium flux, dopamine EC80 | inhibition, % at 10 µM; in the data active = inhibition above about 30%; note: 0% is about no effect
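Cells plated overnight at 30 C with tetracycline; no-wash calcium dye, 30–90 min RT; 10 s baseline; compound pinned; 180 s read; EC80 dopamine added; another 180 s read.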
Glioma ERSR ind – induces the endoplasmic reticulum stress response in human glioma cells | U87-MG GRP78 promoter luciferase reporter, 16 h | Potency, µM, inactives show at the top dose activation, hits mostly activators | 420,000 tested, 0.02% active; note: potency is the fitted concentration of half-maximal effect; series mostly up to about 76 µM; % of control where 0% means no effect; nearly all actives have a fitted effect of over 35% in size
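ERSR induction read as luciferase luminescence (Bright-Glo, 10 min at room temperature) in stably transfected human U87-MG glioma cells exposed to compounds for 16 h, using GRP78 as sensor.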
D2 agonist – activates the human D2 dopamine receptor; activation, % at 2 µM; P14416; AID 485358; 340,000 tested, 0.53% active; HEK293 T-REx D2 cells, calcium flux agonist mode;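 active = activation over 3 SD above normal in the single-dose calcium agonist read, cut at about 30% in these data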; note: 0% is about no effect
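Agonism is scored from calcium flux in a force-coupled, inducible HEK293 cell line expressing D2, read kinetically for 180 s after compound addition against dopamine controls.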
Vif-A3F inh – Vif-A3F binding inhibition; HeLa A3F-eYFP + Vif (tagged APOBEC3F with the HIV-1 protein that degrades it), YFP fluorescence increase; Potency, µM (series often up to 46.1 µM), for the others: at the top dose activity, negative = active; 390,000 tested, 0.2% active; AID 602313; note: potency is the fitted concentration of half-maximal effect; % of control where 0% means no effect; nearly all actives have a fitted effect of over 65% in size
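HeLa cells stably expressing Vif plus C-terminally eYFP-tagged A3F were seeded, incubated overnight at 37 deg C, dosed with compound, incubated overnight again at 37 deg C. Yellow fluorescence (Ex 488/Em 500-530) reported blocked Vif-mediated A3F-eYFP degradation.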
LDHA block – LDHA (human) enzyme inhibition; purified LDHA, NADH/diaphorase-resazurin fluorescence; hits give low values; activity change, % (values are at about 110 or 230 µM); 480,000 tested, 0.15% active; AID 1347041; in the data active = activity change below about -30%; inconclusive = mostly about -25% to -30%;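 note: plate controls were DMSO wells for no effect and wells without enzyme for full effect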
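Enzyme activity of human lactate dehydrogenase 5 (2 nM; 0.06 mM NADH, 0.2 mM pyruvate, 5 min, RT) is measured via a resazurin/diaphorase fluorescence readout of residual NADH.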
ERG Ets-DNA blk – inhibitors of human ERG Ets domain-DNA interaction | AID 624246 | fluorescence polarization, His-ERG Ets domain / labelled DNA | 370,000 tested, 0.028% active | P11308 | Potency, µM (titrated, usually from 76.9 µM), for inactives: at the highest dose FP activity, negative = inhibition, usual class: inhibitors; active = well fitted inhibition curve with a large enough effect in the polarisation, with a control signal flat; inconclusive = small, poorly fitted or top-dose-only effect, or effect the other way, or a change in a side signal; inactive = no such curve, though single readings can be large or run the other way; the % refers to the polarisation;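 note: polarization taken with two DNA probes labelled with fluorescein and Texas red; potency is the fitted concentration of half-maximal effect; % of control where 0% means no effect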
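His-tagged ERG Ets domain (1 uM in the protein solution; 300mM KCl, 50mM Tris-HCl, 1mM EDTA, 1mM DTT, pH 7.5) received compound, then a probe mix of 5 nM fluorescein-DNA and 100nM Texas-615-DNA. Fluorescence polarization was read for both dyes.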
RGS4 inhibitor – inhibitors of human regulator of G protein signaling 4; P49798; Transcreener GDP fluorescence polarization, RGS4-accelerated GTP hydrolysis; Potency, µM (doses to about 114 µM), for the others: at the top dose activity change, negative = inhibition, actives largely listed as inhibitors; 390,000 tested, 0.039% active; AID 504845; note: potency is the fitted concentration of half-maximal effect; % is set by controls: 0 for no effect and ±100 for the full control effect; nearly all actives have a fitted effect of over 75% in size; some results filed as inactive show a strong effect at the top dose
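MLSMR compounds (23 nl, pin-transferred) preincubated 10 min at room temperature with a 500nM (2x) first reagent, then RGS4 at 900nM (2x) plus Transcreener GDP mix added; fluorescence polarization (620/688 nm) read before and after 90 min at 30 °C.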
ALOX12 inh – ALOX12 (human) lipoxygenase inhibition; 580,000 tested, 1.1% active; Potency, µM (series often up to 108 µM), without a hit: at the top dose activity change, negative = inhibition, most hits filed as inhibitors; purified 12hLO, xylenol orange hydroperoxide absorbance; AID 1671190; P18054; note: potency is the fitted concentration of half-maximal effect; % is set by controls: 0 for no effect and ±100 for the full control effect
Target sequence (P18054 whole entry, looked up): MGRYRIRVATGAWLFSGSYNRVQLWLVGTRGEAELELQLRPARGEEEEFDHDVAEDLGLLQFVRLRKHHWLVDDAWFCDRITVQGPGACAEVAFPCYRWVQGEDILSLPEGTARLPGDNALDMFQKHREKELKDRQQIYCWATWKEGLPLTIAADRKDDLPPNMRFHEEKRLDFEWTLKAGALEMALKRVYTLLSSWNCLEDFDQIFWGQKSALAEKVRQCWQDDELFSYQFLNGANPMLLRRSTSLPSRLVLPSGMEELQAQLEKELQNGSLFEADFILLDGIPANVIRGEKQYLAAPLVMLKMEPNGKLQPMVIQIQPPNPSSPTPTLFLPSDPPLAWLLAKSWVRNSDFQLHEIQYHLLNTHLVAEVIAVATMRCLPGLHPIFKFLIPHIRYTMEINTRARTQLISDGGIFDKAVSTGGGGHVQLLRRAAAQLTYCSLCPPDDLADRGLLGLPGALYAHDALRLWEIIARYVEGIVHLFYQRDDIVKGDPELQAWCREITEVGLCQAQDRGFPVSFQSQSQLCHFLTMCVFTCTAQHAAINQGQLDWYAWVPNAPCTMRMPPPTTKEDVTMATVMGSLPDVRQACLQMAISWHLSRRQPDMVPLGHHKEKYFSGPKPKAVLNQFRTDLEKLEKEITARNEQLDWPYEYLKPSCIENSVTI
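Purified human 12hLO (150 nM final) in 25 mM Hepes, 0.01% Triton X-100, pH 7.0 was preincubated 15 min at room temperature with compound. Then 40 uM arachidonic acid was added, 30 min. Hydroperoxide was read by Fe-XO absorbance ratio 573/405 nm.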
* hit, by the source's call; ? = inconclusive; nt = no result given; & = joins results of further samples; [ ] = remark or other dose. Unless noted, calls come from the whole dose curve; as a rule, active = well fitted curve in the direction sought with a large enough effect; inconclusive = small, poorly fitted or top-dose-only effect, or another doubt; inactive = no such curve, though single readings can be large; an effect the other way counts as inactive or inconclusive. Not all compounds are listed. The share of hits here may be higher or lower than overall.

| cpd | Structure | Vif-A3G inh | D2 antagonist | Glioma ERSR ind | D2 agonist | Vif-A3F inh | LDHA block | ERG Ets-DNA blk | RGS4 inhibitor | ALOX12 inh |
| --- | --- | --- | --- | --- | --- | --- | --- | --- | --- | --- |
| 1 | CCCSc1nnc(-c2cccc(S(=O)(=O)N(C)C)c2)n1-c1cc(OC)ccc1OC | 2% | 3 | -3% | 1.8 | -11% | -4 | -4% | 3% | 1% |
| 2 | Cc1cc(C)nc(N2CCCC(C(=O)NCc3ccc4c(c3)OCO4)C2)n1 (configuration not stated) | -16% | -5 | -5% | -0.7 | 14% | 1 | -16% | -4% | 0% |
| 3 | CC(=O)N(c1ccccc1C)S(=O)(=O)c1ccc(Cl)cc1 | -8% | -3 | -5% | -0.8 | -2% | 2 | 22% | -41% | -3% |
| 4 | COc1ccc([C@H]2C[C@@H](O)[C@H](n3cc(COC(=O)c4ccccc4)nn3)CN2C(=O)c2cccs2)cc1 | 0% | nt | -3% | nt | 3% | -2 | nt | nt | -1% |
| 5 | COc1ccc(-c2cc(C(F)(F)F)nc(SCC(=O)NCc3ccc(OC)c(OC)c3)n2)cc1 | 0% | nt | -2% | 0.2 | -6% | 4 | 7% | -15% | -11% |
| 6 | Cc1ccc(NC(=O)c2ncn(CCCN[C@H](C)c3cccc4ccccc34)n2)cc1C | -19% | nt | -3% | nt | 5% | -16 | -5% | -21% | ? |
| 7 | CCCCc1ccc(NS(=O)(=O)c2cccs2)cc1 | 0% | -16 | 9% | -0.2 | -1% | 3 | 5% | -30% | -19% |
| 8 | CC[C@]12c3[nH]c4ccccc4c3CCN1C(=O)C(CC(=O)NCCN1CCOCC1)C[C@@H]2C(=O)N1CCN(C(=O)C2CC2)CC1 (some centres not stated) | -1% | nt | -2% | nt | -2% | -3 | -6% | 8% | -7% |
| 9 | Cc1ccc(NC(=O)CCNS(=O)(=O)c2ccc3c(c2)CCCC(=O)N3)cc1 | 4% | nt | 0% | -2.1 | 2% | -9 | 4% | 3% | -16% |
| 10 | CCCOc1ccc(N2C(=O)CC(N(CCC)C(=O)CCC(=O)O)C2=O)cc1 (configuration not stated) | -3% | -2 | 0% | -0.7 | -12% | -1 | -2% | 33% | ? |
| 11 | CC(=O)Nc1ccc(NC(=O)CSc2ncnn2-c2ccccc2)cc1 | 3% | 15 | -5% | 0.3 | -13% | -3 | 8% | 15% | -18% |
| 12 | CSc1cccc(NC(=S)NC(=O)CCc2ccccc2)c1 | -25% | -7 | 8% | 1.0 | -12% | 1 | 1% | -35% | ? |
| 13 | CNC(=O)C(=O)Nc1nc(C23CC4CC(CC(C4)C2)C3)cs1 | -1% | -7 | 6% | 0.0 | 1% | 2 | 1% | -23% | 0% |
| 14 | COc1cccc(-n2nnc3c(=O)n(CC(=O)Nc4ccccc4C)cnc32)c1 | -1% | 1 | 0% | 0.4 | 10% | -1 | -3% | -44% | 25% |
| 15 | Cc1ccc(S(=O)(=O)Nc2ccccc2CNc2ccccn2)cc1 | 0% | -18 | 0% | -0.2 | 4% | 1 | -13% | 7% | -17% |
| 16 | COc1ccc(-c2cc3ccc(O)c(CN4CCC(C)CC4)c3oc2=O)cc1OC | -1% | nt | -1% | 1.8 | -16% | 9 | 6% | 5% | -19% |
| 17 | Cc1ccc2nc(Nc3ccccc3)c(/C=N/O)c(=O)n2c1 | 4% | nt | -1% | nt | 2% | 1 | -3% | -19% | 130%[activator] |
| 18 | O=C(CCc1nc2ccccc2[nH]1)Nc1ccc2c(c1)OCO2 | 1% | 18 | 3% | -0.7 | 1% | 16 | -3% | ? | 1% |
| 19 | O=C(NC(=S)NCc1ccc2c(c1)OCO2)c1ccccc1 | -3% | -1 | 2% | 1.1 | -3% | -10 | 12% | -9% | 16µM* |
| 20 | Cc1ccccc1Nc1c(-c2ccccn2)nc2c(C)cccn12 | -17% | 2 | -4% | -1.2 | ? | -13 | 1% | -8% | -10% |
| 21 | O=S(=O)(c1ccc(Cl)nc1)N1CCN(c2ncccn2)CC1 | 1% | 2 | 0% | -0.5 | 3% | -3 | 82%[activator] | 22% | -15% |
| 22 | Cc1ccc(-c2n[nH]c(=S)n2/N=C/c2cc3c(cc2[N+](=O)[O-])OCO3)cc1 | 1% | -10 | 2% | 1.0 | -1% | -5 | 2% | -11% | ? |
| 23 | O=C(CCc1nnc2n(Cc3ccc(F)cc3)c(=O)c3ccccc3n12)NCCCN1CCOCC1 | 0% | -7 | -7% | -0.2 | -1% | 0 | 9% | -20% | 12% |
| 24 | O=C(CCC(=O)N1CCN(c2ccccc2F)CC1)N1CCN(c2ccccc2)CC1 | 1% | -17 | -3% | 1.1 | -1% | -10 | -3% | 0% | -11% |
| 25 | CCCn1nc(C(=O)Nc2nnc(C3CC3)s2)c2ccccc2c1=O | 1% | -19 | -3% | -2.5 | 1% | -17&-5 | nt | -8% | 6%&8% |
| 26 | CC(=O)c1c(-c2ccc(Cl)cc2Cl)noc1C | 0% | 30* | -4% | 0.2 | -22% | -8 | 4% | 2% | 0% |
| 27 | Cc1ccc(Sc2nc(C)c([N+](=O)[O-])c(C)c2C#N)cc1 | -4% | 5 | 0% | -0.2 | 7% | -1 | 1% | -16% | 0% |
| 28 | CCC(=O)N1CCC(C)(C(=O)Nc2ccc3c(c2)OCCO3)C1 (configuration not stated) | 3% | nt | 1% | nt | nt | 6 | nt | nt | -13% |
| 29 | CCOc1cc(C(=O)OCC(=O)Nc2cccc(C)c2)ccc1OCC(=O)N1CCOCC1 | 0% | 14 | -1% | 0.5 | 10% | -1 | 4% | 8% | 1% |
| 30 | O=C(Cn1cnc2cc([N+](=O)[O-])ccc2c1=O)Nc1ccc(N2CCOCC2)cc1 | -3% | nt | -2% | nt | 1% | 3 | -12% | 4% | -11% |
| 31 | N#CC1=C(N)SC(N)=C(C#N)C1CCc1ccccc1 | ? | -5 | -6% | 1.2 | -28% | 5 | 4% | -31% | -4% |
| 32 | CCOc1ccc(C(C(=O)NC2CCCCC2)N(C(=O)c2ccco2)c2ccc(-n3cnnn3)c(C)c2)cc1 (configuration not stated) | 1% | 2 | -3% | 0.7 | -9% | -6 | -11% | 18% | 78%[activator] |
| 33 | CCc1nnc2c3ccccc3nc(N3CCN(c4cc(C)ccc4C)CC3)n12 | 3% | nt | -2% | -1.4 | 2% | 1 | -10% | -22% | 6% |
| 34 | COc1ccc(-c2cc(C(F)(F)F)n3nc(N)nc3n2)cc1 | 3% | 11 | 2% | -0.9 | 0% | 4 | 3% | -5% | -21% |
| 35 | C=CCC(=O)OCC(=O)Nc1ccc(Cl)cn1 | -1% | -10 | -1% | 0.3 | 3% | -4 | 2% | -7% | 0% |
| 36 | Cc1nn(Cc2ccccc2)c(C)c1NC(=O)CCCn1nc(C)c([N+](=O)[O-])c1C | 1% | -6 | -3% | -0.4 | -19% | 4 | 9% | 6% | -7% |
| 37 | FC(F)Oc1ccccc1NC(=S)Nc1cccnc1 | 0% | 3 | -6% | 2.3 | 1% | -1 | 3% | -36% | -5% |
| 38 | O=C1NC(Cc2ccc(O)cc2)c2nc3cc(F)c(F)cc3c(=O)n2-c2ncccc21 (configuration not stated) | -3% | nt | 0% | nt | -5% | 1 | nt | nt | 26% |
| 39 | CC(NC(=O)/C(C#N)=C/c1cn(-c2ccccc2)nc1-c1ccc(F)cc1)c1ccccc1 (configuration not stated) | 0% | 0 | -3% | 2.0 | 9% | -6 | 6% | -12% | -1% |
| 40 | CCc1c(C(=O)Nc2cc(C(=O)OC)ccc2C)csc1C | 2% | -10 | 0% | 8.9 | 2% | -8 | -7% | 12% | -5% |
| 41 | Cc1nc2ccccc2c2oc(C(=O)NCCN3CCN(C)CC3)cc12 | 4% | -8 | -2% | 1.2 | -1% | -4 | -19% | 9% | -2% |
| 42 | COc1cccc(CNCc2ccccc2OC)c1 | 0% | 13 | -3% | 0.1 | -2% | -18 | 11% | 10% | ? |
| 43 | O=C(c1ccc(CS(=O)Cc2ccc(Cl)cc2)o1)N1CCN(c2ccccc2F)CC1 (configuration not stated) | 2% | 1 | -5% | -0.7 | 5% | -1 | 6% | -6% | -11% |
| 44 | COc1ccc(CCNC2=CC(=O)N(c3ccc(F)cc3)C2=O)cc1 | -2% | 4 | 3% | 0.0 | -7% | -1 | 10% | 10% | 0% |
| 45 | CCCN(C(=O)COc1ccc(Cl)cc1Cl)c1c(N)n(Cc2ccccc2)c(=O)[nH]c1=O | 7% | -3 | -2% | 0.0 | -11% | 2 | -2% | -6% | -11% |
| 46 | N#Cc1c(/N=C/C=C/c2ccccc2)sc2c1CCCC2 | 1% | -11 | 9% | 0.6 | -4% | -9 | 7% | -38% | ? |
| 47 | COc1ccc(Cn2c(-c3ccc(C)cc3)nc3c(c(=O)c4ccccc4n3C)c2=O)cc1 | 1% | 37* | 3% | 0.0 | 0% | 0 | 1% | -38% | -17% |
| 48 | COc1ccccc1CNC(=O)c1ccc2nc(-c3ccccc3)c(-c3ccccc3)nc2c1 | 0% | nt | 1% | nt | -5% | -2 | -1% | -1% | ? |
| 49 | COc1ccc(OC)c(-c2nc(C(=O)NCCCN3CCOCC3)cc3c2[nH]c2ccccc23)c1 | 0% | -7 | -1% | -0.1 | -6% | 0 | -3% | -7% | 8% |
| 50 | COc1cc(Cc2cnc(N)nc2N)cc(OC)c1OC | -1%&1%&-1% | -23&-8 | -2%&-3%&-2%&-1%&-2%&-5%&-2%&-2%&-4% | 1.0&0.8 | -1%&8% | -4&-10&-2 | 1%&-3% | -13%[56.9 µM] | 0%&5%&-9%&0% |
